# UTI89 phage lysis – inhibition of K1F phage lysis, E. coli UTI89, bacterial capsule biogenesis inhibitors, alamar blue (AID 488966). actives 0.02% (n = 340,000). E. coli UTI89 K1F phage lysis, alamar blue, 2 h; higher % means a stronger effect. inhibition, % at 100 µM, or IC50 in µM where a hit was titrated;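 active = phage lysis inhibition, versus mean bacterial control, above a set limit; inconclusive = no clear call, values can overlap the other calls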;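 also: capsule biogenesis inhibitors block K1F phage lysis so surviving cells raise fluorescence; higher fluorescence means more inhibition of phage lysis; actives were called in the ten point dose series up to 300 µM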
# Myeloid diff MLP – compounds promoting myeloid differentiation | ER-HoxA9 myeloid progenitors, lysozyme-GFP differentiation, flow cytometry | calls only at 10 µM | actives 1% (n = 360,000) | AID 624256;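 active = normalized GFP-positive differentiation at or above the plate's own cutoff, the solvent-only control mean plus 3 SD; inconclusive = no clear call, values can overlap the other calls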;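 also: cells exposed to compound for four days before flow analysis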
# Rac1 GTP hydrolysis – MgcRacGAP GTPase-activating activity inhibitors, confirmation, biochemical, ADP Hunter fluorescence. MgcRacGAP-stimulated Rac1 GTP hydrolysis, ADP Hunter fluorescence; higher % means a stronger effect; GST-tagged Rac1 F28L mutant substrate. inhibition, % at 30 µM; hits with a dose series show IC50 in µM. actives 0.6% (n = 340,000). AID 624330;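 active = first-screen hits whose inhibition reached a set limit at any dose in the follow-up dose series; inconclusive = inhibition above the set first-screen limit but never retested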;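 also: fluorescence reports GDP produced by GAP-driven GTP hydrolysis; strong numbers were not always called active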
# Myeloid diff MLP GFP+ MAC1+ % – further read-out of Myeloid diff MLP, marked with its call; GFP+ MAC1+ double positive, %; measured here: differentiation confirmed by MAC1 staining
# The depositor's hits bear a star; i = inactive; ? = inconclusive; nt = not tested or not shown; [ ] = another dose, or the depositor's remark.
# Sample of the layout, two compounds:
SMILES	UTI89 phage lysis	Myeloid diff MLP	Myeloid diff MLP GFP+ MAC1+ %	Rac1 GTP hydrolysis
COC(=O)c1sc(NC(=O)CN2CCN(c3cccc(Cl)c3)CC2)c(C(=O)OC)c1C	0.2%	i	0.1	4%
CC(C)C[C@@H](CNCC(=O)[C@H](Cc1c[nH]c2ccccc12)NC(=O)c1[nH]cnc1C(=O)N[C@H](CN)CC(C)C)NC(=O)c1nc[nH]c1C(=O)N[C@@H](CC(=O)O)C(=O)O	0.1%	i	0.7	5%

# The list itself, from the start:
SMILES	UTI89 phage lysis	Myeloid diff MLP	Myeloid diff MLP GFP+ MAC1+ %	Rac1 GTP hydrolysis
COC(=O)c1sc(NC(=O)CN2CCN(c3cccc(Cl)c3)CC2)c(C(=O)OC)c1C	0.2%	i	0.1	4%
CC(C)C[C@@H](CNCC(=O)[C@H](Cc1c[nH]c2ccccc12)NC(=O)c1[nH]cnc1C(=O)N[C@H](CN)CC(C)C)NC(=O)c1nc[nH]c1C(=O)N[C@@H](CC(=O)O)C(=O)O	0.1%	i	0.7	5%
O=C(C1CCN(S(=O)(=O)c2ccc(Cl)s2)CC1)N1CCN(c2ccccc2)CC1	-0.8%	i	1.0	5%
OCCN1CCN(CCO)C1=S	0.4%	i	0.9	4%
CC(C)C[C@@H](CN1CCCC1CN1C(=S)NC[C@@H]1Cc1ccc(O)cc1)N1C[C@H](Cc2ccccc2)N(CC2CCCCC2)C1=S (stereo partly drawn)	0.2%	i	0.0	7%
COC1=CC(=O)OC(c2ccc(OC)cc2)C1 (stereo not drawn)	-1.7%	i	1.0	2%
COc1ccc(-n2cnc3c(N)nc(N)nc32)cc1	-0.3%	i	0.5	2%
O=C1CC(c2ccccc2)C(c2ccccc2)=NN1 (stereo not drawn)	-4.4%	i	1.2	0%
O=C(Nc1ccccc1)C(CCCCN1C(=O)c2ccccc2C1=O)N1C(=O)c2ccccc2C1=O (stereo not drawn)	3.9%	i	0.8	5%
CCOC(=O)C1C(=O)NC(C(=O)OCC)(C(=O)OCC)C1CC (stereo not drawn)	-0.4%	i	2.3	4%
CCOC(=O)c1ccc(S(=O)(=O)N2CCN(C3CC(=O)N(c4ccc(OC)cc4)C3=O)CC2)cc1 (stereo not drawn)	0.7%[50 µM]	i	1.0	12%
CCOC(=O)[C@H]1[C@H]2COc3ccc(Br)cc3[C@H]2N2C(=O)CN(Cc3ccc(C)cc3)C(=O)[C@@]12C	0.2%	i	0.4	4%
O=C1C=C(Nc2cccnc2)c2ccccc2C1=O	9.0%	i	2.1	5%
N#Cc1ccccc1OCC(=O)Nc1cc(S(=O)(=O)N2CCCCC2)ccc1N1CCOCC1	0.8%[50 µM]	i	1.6	6%
C=C(C)[C@@H]1CC=C(CO)CC1	1.2%	i	1.3	5%
COC(=O)[C@@]1(Cc2ccccc2)[C@H]2C(=O)N(Cc3ccccc3)C(=O)[C@H]2[C@H]2CN(C)C(=NCc3ccccc3)N21	0.2%	i	1.1	7%
Cc1cccc(Nc2nc(N)nc(N)c2N=O)c1	0.1%	i	3.4	2%
Oc1ccc2c(c1)c1ccccc1c1ncccc21	1.1%	i	0.8	17%
Cc1cc(Br)ccc1NC(=O)CN(C)C(=O)C1CCN(c2ncnc3sc(C)c(C)c23)CC1	-0.7%[50 µM]	i	1.2	2%
COc1ccc(-c2ccc3c(c2)[C@@H]2C[C@H](N(C)S(=O)(=O)c4ccccc4)[C@H]([C@H](C)O)C(=O)N2CC3)cc1	-0.2%	i	0.4	8%
CC(C)c1cc(CN2C(C)COCC2C)cc(C(C)C)c1O (stereo not drawn)	0.2%	i	1.6	5%
COc1cc(C(=O)NCCc2ccc3c(c2)OCO3)cc(OC)c1OC	2.5%	i	0.9	-5%
O=C(NNC(=O)c1cccc2ccccc12)c1ccc(Cl)cc1	0.1%	i	1.0	1%
COc1ccccc1NS(=O)(=O)c1cccc(C(=O)NCC2(N3CCCCC3)CCCCC2)c1	0.3%[50 µM]	i	0.8	4%
CCN(C(=O)COC(=O)c1nc(Cl)ccc1Cl)c1c(N)n(Cc2ccccc2)c(=O)[nH]c1=O	1.3%[50 µM]	i	0.7	5%
CC(C)CNC(=O)C1(N2C(=O)c3ccccc3C2=O)CCCC1	-0.8%	i	1.4	2%
O=C1c2ccccc2C(=O)N1CC1CO1 (stereo not drawn)	-0.3%	i	1.3	3%
Cc1ccc(S(=O)(=O)N2CCOCC2)cc1C(=O)NC1CCN(Cc2ccccc2)CC1	0.7%[50 µM]	i	0.7	6%
O=C(OCC(O)C(O)C(O)C(SCc1ccccc1)SCc1ccccc1)c1ccccc1 (stereo not drawn)	2.9%	i	0.7	-8%
CN(C(=O)c1cccc(NC(=O)Cc2ccc(NC(=O)C3CCN(C(=O)C4CCC4)CC3)cc2)c1)C1CC1	0.1%	i	0.6	9%
Cc1[nH]c(N)nc(=S)c1CCCNc1ccccc1	-0.1%	i	0.4	11%
CCOc1ccccc1C=NNc1ccc([N+](=O)[O-])cn1	2.7%	i	1.6	2%
O=C(NCc1cccs1)[C@@H]1CCCN1S(=O)(=O)c1ccccc1F	2.8%	i	0.9	0%
O=C1NC[C@H](Cc2ccccc2)N(CC2CCN(CC3CCCC3)CC2)C1=O	0.4%	i	1.6	7%
c1cc(CNCCN2CCNCC2)ccn1	-4.6%	i	1.2	-17%
CC1CCCC12NC(=O)NC2=O (stereo not drawn)	0.0%	i	0.3	1%
O=C(NNC(=O)c1ccc2ccccc2c1)c1ccc(Cl)cc1	-0.8%	i	0.5	2%
CN(CCc1ccccc1)C(=O)c1cccc(NC(=O)Cc2cccc(NC(=O)C3CCN(C(=O)C4CCCC4)CC3)c2)c1	-0.1%	i	0.4	4%
O=C(O)C(c1ccccc1)C1CCCCC1O (stereo not drawn)	-4.4%	i	0.6	7%
Cc1cc2c(cc1C)NC(=O)CC(c1ccccc1)=N2	-0.9%	i	2.7	6%
COC(=O)c1cccc2c(C(=O)O)cc(-c3ccccc3)nc12	4.1%	i	1.1	3%
Cc1c(C(=O)OC(C)C)sc(NC(=O)c2cnccn2)c1C(=O)OC(C)C	0.2%	i	0.4	6%
CC(C)C[C@@H](CN)NC(=O)c1nc[nH]c1C(=O)N[C@@H](CC(C)C)C(=O)CNC[C@H](C)NC(=O)c1nc[nH]c1C(=O)N[C@@H](CC(=O)O)C(=O)O	0.1%	i	0.4	8%
Cc1ccccc1Cn1c(=O)c2c(nc3n2CCN3Cc2ccco2)n(C)c1=O	0.0%	i	0.6	8%
CC(C)C[C@H]1CN([C@@H](CC(C)C)CN2CCCC2CN2C(=S)NC[C@@H]2Cc2ccc(O)cc2)C(=S)N1CCc1ccccc1 (stereo partly drawn)	0.0%	i	0.1	6%
O=c1[nH]c(=S)[nH]cc1Oc1ccc(Cl)cc1	6.9%	i	0.4	9%
COc1ccccc1NS(=O)(=O)c1cccc(C(=O)N/N=C(/C)c2ccc(-n3ccnc3)cc2)c1	-3.0%	i	1.6	3%
O=C(Cc1cccc(NC(=O)C2CCCN(C(=O)C3CCC3)C2)c1)Nc1cccc(C(=O)N2CCOCC2)c1 (stereo not drawn)	-0.1%	i	0.8	4%
C=C1C(O)C[C@@H](C(C)C)N(CC(C)C)S1(=O)=O (stereo partly drawn)	-0.4%	i	2.1	-3%
CCCCN1CC(COC)Oc2cccc(F)c2S1(=O)=O (stereo not drawn)	0.4%	i	0.5	11%
CCN1CCC(O)(/C=C/c2ccc(C)cc2)C(C(=O)/C=C/c2ccc(C)cc2)C1 (stereo not drawn)	-3.0%	i	1.9	1%
CCCN(C(=O)c1cc(S(=O)(=O)N(C)c2ccccc2OC)ccc1C)C1CCS(=O)(=O)C1 (stereo not drawn)	5.7%	i	0.6	5%
CCOc1cc2c(cc1O)C(=NOC)CC1C2CCC2(C)C(O)CCC12 (stereo not drawn)	0.0%	?	nt	3%
O=C(Cn1cnc2cc([N+](=O)[O-])ccc2c1=O)Nc1cccc(S(=O)(=O)N2CCCCC2)c1	0.1%[50 µM]	i	0.7	-3%
CC(=O)C1CCC2C3CCC4CC(=O)CCC4(C)C3C(O)CC12C (stereo not drawn)	-1.1%	i	0.8	6%
Cc1cn(CC(=O)NCC(c2ccccc2)c2ccccc2)c(=O)[nH]c1=O	-0.1%	i	2.4	-8%
CCN1CCC(O)(/C=C/c2ccc(C(C)C)cc2)C(C(=O)/C=C/c2ccc(C(C)C)cc2)C1 (stereo not drawn)	0.9%	?	nt	12%
Cc1ccccc1OCC(O)COc1ccccc1C	-2.2%	i	0.6	9%
Cn1c(CCC(=O)Nc2ccc(S(C)(=O)=O)cc2)nc2cc(S(=O)(=O)N3CCOCC3)ccc21	0.3%[50 µM]	i	0.6	1%
COC(=O)CCC(C)C1CCC2C3CCC4CC(O)CCC4(C)C3=CC(=O)C12C (stereo not drawn)	0.5%	i	0.6	-3%

# Continued:
SMILES	UTI89 phage lysis	Myeloid diff MLP	Myeloid diff MLP GFP+ MAC1+ %	Rac1 GTP hydrolysis
O=CNc1c(Cl)cc2c(c1Cl)Cc1cc([N+](=O)[O-])ccc1-2	1.7%	i	0.0	1%
O=C(NCC1(N2CCCCC2)CCCCC1)c1cccc(S(=O)(=O)Nc2ccccc2Cl)c1	0.2%[50 µM]	i	0.6	0%
COc1ccc(OC)c(NP2(=O)OCC(C)([N+](=O)[O-])CO2)c1 (stereo not drawn)	0.2%	i	1.7	0%
C=C1C(=O)OC2C=C(CO)CCC=C(CO)CC(OC(=O)C(C)C)C12 (stereo not drawn)	0.1%	?	nt	-2%
CCOC(=O)C(C#N)=CN1CCNc2ccccc21	3.1%	i	0.8	8%
CC(C)(O)C#Cc1ccc(CNC[C@H]2O[C@@H](n3cnc(C(N)=O)n3)[C@H](O)[C@@H]2O)s1	-0.2%	i	1.2	-8%
O=C(OCC(=O)N1CCN(C(=O)COC(=O)c2ccccc2NCCO)CC1)c1ccccc1NCCO	0.2%[50 µM]	i	0.8	4%
CC(=O)c1ccc(NC(=O)CSc2nc3nn(-c4ccccc4)c(=O)c-3c3n2CCCCC3)cc1	0.3%[50 µM]	i	0.7	4%
CC(C)c1nc2oc3c(N4CCNCC4)ncnc3c2c2c1CCC2	0.1%	i	0.3	14%
O=C1[C@H](Cc2ccccc2)NCCCC[C@H](c2ccc(Cl)cc2)N1Cc1ccc(Cl)cc1	1.4%	i	1.2	-2%
NC(=O)C1CCN(C(=O)c2cc(S(=O)(=O)N3CCN(c4ccccc4)CC3)ccc2Cl)CC1	-0.3%	i	0.7	5%
COc1ccccc1NS(=O)(=O)c1ccc(C(=O)NCC(c2ccco2)N2CCCCC2)cc1 (stereo not drawn)	0.8%[50 µM]	i	0.3	-6%
COCCN(C(=O)c1ccc(N(C)S(=O)(=O)c2ccc(C)cc2)cc1)c1c(N)n(CC(C)C)c(=O)[nH]c1=O	0.7%[50 µM]	i	2.4	5%
O=C(O)CC1(C(=O)O)CCCC1	0.4%	i	1.5	1%
CC(C)(CCc1ccccn1)C(=O)CCCc1ccccn1	-2.2%	i	2.7	-1%
COc1ccc(C2CC(=O)c3c(O)cc(O)cc3O2)cc1O (stereo not drawn)	1.8%	i	2.7	9%
COc1ccccc1C1OCC(C)([N+](=O)[O-])CO1 (stereo not drawn)	0.0%	i	0.7	5%
Cc1cc(C)c(C)c(C(=O)C(=O)c2ccccc2)c1	2.1%	i	1.6	4%
Nc1c(C(=O)NCC2CCCO2)c2nc3ccccc3nc2n1/N=C/c1ccncc1 (stereo not drawn)	0.1%	i	0.5	11%
NC(=O)CC(NC(=O)Cc1cccc2ccccc12)c1ccc(NC2CCCC2)c([N+](=O)[O-])c1 (stereo not drawn)	0.1%	i	0.8	7%
O=C(CCc1ccccc1)N1CCN(C(=O)CCc2ccccc2)CC1	-2.2%	i	1.8	7%
CC(C(=O)N1CCc2ccccc21)N1CCN(S(=O)(=O)c2ccc3c(c2)OCCCO3)CC1 (stereo not drawn)	0.1%	i	0.5	7%
Oc1c(CN2CCOCC2)ccc(CN2CCOCC2)c1O	1.7%	i	1.2	11%
C#CCOCCOCCOCCNc1nc(N2CCN(C(=O)[C@H]([C@@H](C)CC)n3cc(CCC(=O)O)nn3)CC2)nc(N2CCN(C(=O)[C@H](CCCCN)n3cc(CCCC)nn3)CC2)n1	6.3%	i	1.1	3%
CC(=NNC(=S)Nc1ccc(C)cc1)c1ccccn1	-3.1%	?	nt	7%
CC12CCC(=O)C=C1CCC1C3CC(O)C(O)(C(=O)CO)C3(C)CC(O)C12F (stereo not drawn)	-0.6%	i	0.5	-6%
CCOC(=O)C1(CCC(=O)OCc2ccccc2)CCCCC1=O (stereo not drawn)	2.3%	i	0.5	3%
NC(=O)C1(Nc2ccc(-c3ccc(Br)cc3)cc2)CCCC1	0.4%	i	1.0	8%
Cc1ccc(S(=O)(=O)N(C)c2ccc(OCC(=O)Nc3ccc(S(C)(=O)=O)cc3)cc2)cc1	0.6%[50 µM]	i	0.4	-1%

# High-throughput results (PubChem BioAssay)

# Some of the compounds tested; the hit share may differ from the screen's.
